phage Ecoli inh: E. coli growth loss with phage present | growth absorbance | AID 651602 | 360,000 compounds, 0.26% hits | inhibition, % at 11.9 µM; in the data active = inhibition above about 11%
An asterisk follows results filed as active.

SMILES	phage Ecoli inh
COc1ccc(S(=O)(=O)N2CCCc3nc(-c4ccc(F)cc4)ccc32)cc1	2.4
O=C(c1ccc(F)cc1)C1CCN(CCCn2c(=O)[nH]c3ccccc32)CC1	2.3
COc1ccc(N2CCN(C(=O)c3[nH]c(C(F)(F)F)nc3-c3ccccc3)CC2)cc1	4.0
Cc1nc(NC(=O)c2ccccc2)sc1-c1cc(C(=O)N2CCOCC2)nn1CCO	1.8
COc1cccc(CNC(=O)[C@@H]2CCCN2C(=O)[C@H]2CCCCN2)c1	-1.5
CCCCCNC(=O)C(c1cccc2ccccc12)n1c(=O)c(-c2ccco2)nc2ccccc21 (stereo unspecified)	0.7
CC1(C(=O)NS(=O)(=O)c2ccccc2Cl)CCN1C(=O)Cc1ccccc1 (stereo unspecified)	0.5
Nc1cccc(-c2cccc3nncn23)c1	0.7
COc1ccc(-c2cc3c(c4c2ccn4C)C2CCC3C2)cc1F (stereo unspecified)	1.9
CCCCCNC(=O)c1[nH]c(C(F)(F)F)nc1-c1ccccc1	4.4
COc1ccccc1CNC(=O)C1CCCN1S(=O)(=O)c1ccc2c(c1)C(C)(C)C(=O)N2C (stereo unspecified)	2.4
CC(=O)Nc1cccc(-c2ccnc3c2CC(C)(C(=O)Nc2cccc(C(F)(F)F)c2)O3)c1 (stereo unspecified)	2.2
CCOC(=O)[C@]12CCCC=C1N(Cc1ccccc1)C(=O)[C@H](CC(=O)NCCc1ccccc1OC)C2	-0.9
O=S1(=O)CC(N2CCN(Cc3ccccc3F)CC2)CN1Cc1cn(Cc2ccc(C(F)(F)F)cc2)nn1 (stereo unspecified)	0.5
CC1(C(=O)NS(=O)(=O)c2ccccc2)CCN1C(=O)CCc1ccc(Cl)cc1Cl (stereo unspecified)	1.4
COc1ccccc1Cc1c(-c2ccccc2)nc2ccc(Cl)cn12	-4.4
C[C@@H]1COc2cc(N3CCCC3)ccc2S(=O)(=O)N1	1.0
CC(CC(=O)Nc1ccc2c(c1)c(=O)n(C)n2-c1ccccc1)c1ccccc1 (stereo unspecified)	3.3
O=C1NC[C@H](CCCCN2C[C@H](Cc3ccccc3)N(Cc3ccccc3)C(=O)C2=O)N(CCc2ccccc2)C1=O	1.9
CC(=O)Nc1cccc(-c2csc(C(O)c3ccc(F)c(F)c3)n2)c1 (stereo unspecified)	0.1
Cc1ccc(F)c(S(=O)(=O)NC(=O)C2(C)CCN2C(=O)Cc2ccccc2Cl)c1 (stereo unspecified)	1.6
COc1cc(NC(=O)Nc2cccn3nc(COCCO)nc23)cc(OC)c1OC	1.6
CCCCNC(=O)C1(C)CCCCN1C(=O)c1ccc(F)c(C)c1 (stereo unspecified)	2.0
CC(=O)Nc1cccc(-c2ccnc3c2CC(C)(C(=O)Nc2ccc(Cl)c(C(F)(F)F)c2)O3)c1 (stereo unspecified)	3.4
O=C(Nc1nnc([C@@H]2C[C@H](O)[C@@H](CO)O2)s1)Nc1ccccc1F	0.4

Brought forward from above: 5 compounds, then new ones.
SMILES	phage Ecoli inh
Cc1ccc(F)c(S(=O)(=O)NC(=O)C2(C)CCN2C(=O)Cc2ccccc2Cl)c1 (stereo unspecified)	1.6
COc1cc(NC(=O)Nc2cccn3nc(COCCO)nc23)cc(OC)c1OC	1.6
CCCCNC(=O)C1(C)CCCCN1C(=O)c1ccc(F)c(C)c1 (stereo unspecified)	2.0
CC(=O)Nc1cccc(-c2ccnc3c2CC(C)(C(=O)Nc2ccc(Cl)c(C(F)(F)F)c2)O3)c1 (stereo unspecified)	3.4
O=C(Nc1nnc([C@@H]2C[C@H](O)[C@@H](CO)O2)s1)Nc1ccccc1F	0.4
COc1ccccc1Cc1c(-c2ccccc2)nc2ccc(Br)cn12	3.5
CC(C)(C)OC(=O)C1=CC[C@@H](c2ccc(Cl)c(Cl)c2)N(S(=O)(=O)c2ccc(F)cc2)[C@H]1c1cccc(F)c1	1.5
O=C(Nc1c(-c2ccc3c(c2)OCO3)[nH][nH]c1=O)c1ccc2c(c1)OCO2	-0.9
O=C(Nc1nnc([C@@H]2C[C@H](O)[C@@H](CO)O2)s1)c1ccccc1Cl	-0.5
Cc1nc(C(F)(F)F)ccc1C(=O)N1CCC1(C)C(=O)NS(=O)(=O)c1ccc2c(c1)CCO2 (stereo unspecified)	1.2
COc1cccc(C(=O)Nc2ccc(Oc3nnc(-c4ccccc4)c4ccccc34)cc2)c1	3.5
O=C1Cn2nnc(-c3ccccc3)c2C2c3cc(Br)ccc3CCN12 (stereo unspecified)	2.9
O=S1(=O)c2ccc(Br)cc2-n2nncc2CN1Cc1cccc(Cl)c1	-0.4
CC1(C(=O)NS(=O)(=O)c2cccc(F)c2)CCN1C(=O)CCc1ccccc1 (stereo unspecified)	0.5
Cc1cc2c(nc1C)CCCN2S(=O)(=O)c1ccc(C(F)(F)F)cc1	1.9
COc1ccc(-c2cc(C(=O)Nc3ccc(OC)c(OC)c3)[nH]n2)c(C)c1	1.6
Cc1ccc(NC(=O)C2(C)CCN2C(=O)c2ccccc2CCc2ccccc2)cc1C (stereo unspecified)	-0.8
Cc1ccc2nc(-c3ccccc3)c(Cc3ccccc3C(F)(F)F)n2c1	0.1
COc1ccc(N2CCN(C(=O)C(=O)c3cc(OC)c(OC)c(OC)c3)CC2)cc1	-1.7
O=C(Nc1c(Cl)cccc1Cl)Oc1cccc2cccnc12	5.5
O=C(NCc1ccc(F)cc1)c1cc(C2CCCCN2C(=O)c2ccccc2)on1 (stereo unspecified)	3.1
CC1(C(=O)Nc2cnc3ccccc3c2)CCN1Cc1ccc(OC(F)(F)F)cc1 (stereo unspecified)	2.5
CC1=C(C(=O)N(C(C)C)C(C)C)CC(CC(=O)NCc2ccco2)C(=O)N1CCCN1CCCC1=O (stereo unspecified)	0.2
Nc1nc2c(nnn2C2CC(O)C(CO)O2)c(=O)[nH]1 (stereo unspecified)	0.5
CC(C)S(=O)(=O)N1CCCC(c2cc(C(=O)NCc3ccccc3)no2)C1 (stereo unspecified)	4.0
CC(=O)c1cccc(-c2ccc3c(c2)C(C)(Cc2ccccc2C#N)C(=O)N3)c1 (stereo unspecified)	1.9
O=C(C[n+]1ccc(C(=O)c2ccccc2)cc1)Nc1cccc([N+](=O)[O-])c1	2.7
CC(=O)NC1(C)CCC2CC1C(C)=NC2(C)C (stereo unspecified)	2.2
CCCCCCc1ccc(-c2ccc(C#N)cc2)cc1	1.7
Clc1cccc(CNc2ccn3nc(-c4ccccc4)cc3n2)c1	0.6

Sorted by value in phage Ecoli inh (ascending): four from the list above
SMILES	phage Ecoli inh
O=C(Nc1nnc([C@@H]2C[C@H](O)[C@@H](CO)O2)s1)Nc1ccccc1F	0.4
Nc1nc2c(nnn2C2CC(O)C(CO)O2)c(=O)[nH]1 (stereo unspecified)	0.5
Nc1cccc(-c2cccc3nncn23)c1	0.7
COc1cccc(C(=O)Nc2ccc(Oc3nnc(-c4ccccc4)c4ccccc34)cc2)c1	3.5

(list continues)
SMILES	phage Ecoli inh
O=C(Nc1cccc2ccccc12)c1ccc2sc([C@H]3C[C@H](O)[C@@H](CO)O3)nc2c1	2.6
COCCNC(=O)C1CCCN(C(=O)c2sc(-c3ccccc3)nc2C)CC1 (stereo unspecified)	-0.4
COc1ccc(OC)c(NC(=O)C2(C)CCN2Cc2cccc(OC)c2OC)c1 (stereo unspecified)	2.6
Cc1cc(Br)cn2c(Cc3ccccc3C(F)(F)F)c(-c3ccco3)nc12	-0.9
OC[C@@H]1CN(Cc2ccc(F)cc2)C[C@H](n2cnc3c(NC4CCCC4)ncnc32)O1	1.9
CC1(C(=O)NS(=O)(=O)C2CC2)CCCN(C(=O)c2ccc(F)cc2Cl)C1 (stereo unspecified)	3.8
Cc1[nH]nc2c1C(c1cccc(C(F)(F)F)c1)NC2=O (stereo unspecified)	2.1
COc1ccccc1-c1csc(Nc2ccc(Oc3ccccc3)cc2)n1	4.3
CCOC(=O)C1CCCN(C(=O)c2cc(-c3ccccc3)cs2)CC1 (stereo unspecified)	2.2
Cc1noc(C)c1S(=O)(=O)NC(=O)C1(C)CCN1C(=O)Cc1ccc(-c2ccccc2)cc1 (stereo unspecified)	2.1
CCCS(=O)(=O)NC(=O)C1(C)CCCN(C(=O)c2ccc3ccccc3c2)C1 (stereo unspecified)	2.9
CCC(c1nnnn1-c1ccc2c(c1)OCCO2)N1CCN(c2ccccc2)CC1 (stereo unspecified)	0.7
Cc1cccc(C)c1NC(=O)C1(C)CN(S(C)(=O)=O)CC(=O)N1C1CC1 (stereo unspecified)	2.1
COc1ccc(NC(=O)C(c2ccccc2)n2c(=O)c(-c3ccco3)nc3ccccc32)cc1 (stereo unspecified)	3.2
Cc1ccc(OCc2nc3ccccc3n2C(C(=O)NC(C)(C)C)c2ccccc2)cc1 (stereo unspecified)	1.7
CC(C)c1ccc(CC(=O)N2CCC2(C)C(=O)NS(=O)(=O)c2ccc(F)cc2F)cc1 (stereo unspecified)	1.6
CCCN(CCC)Cc1cc(=O)oc2ccc3ccccc3c12	3.5
CC(C)C[C@H]1CN([C@@H](Cc2ccccc2)CN2CCC[C@H]2CN2C(=O)C(=O)NC[C@@H]2Cc2ccccc2)C(=O)C(=O)N1CC1CCCCCC1	0.7
OC[C@@H]1CN(Cc2ccco2)C[C@H](n2cnc3c(NC4CC4)ncnc32)O1	2.9
CNc1cc(-c2cnn(CC(C)C)c2)ncn1	6.4
O=C1c2c(-c3ccc(Br)cc3)noc2CCN1Cc1cn(Cc2ccccc2)nn1	0.3
Nc1ncnc2c1ncn2[C@@H]1O[C@H](CNC(=O)[C@H](N)Cc2cccnc2)[C@@H](O)[C@H]1O	4.2
CCc1nc2c(OCc3ccccc3)cccn2c1N(C)C(=O)c1ccc2c(c1)OCO2	-0.1
COC(=O)[C@]12C[C@H](CC(=O)N3CCN(C(=O)c4ccco4)CC3)C(=O)N(Cc3ccc4c(c3)OCO4)C1=C[C@H](C(C)(C)C)O[C@@H]2C	2.4
O=C(NCc1ccccc1)C1c2ccccc2OCC(=O)N1CCCN1CCOCC1 (stereo unspecified)	1.0

Taken from above:
phage Ecoli inh result of `CC1=C(C(=O)N(C(C)C)C(C)C)CC(CC(=O)NCc2ccco2)C(=O)N1CCCN1CCCC1=O` (stereo unspecified) reads 0.2
phage Ecoli inh result of `O=C(NCc1ccc(F)cc1)c1cc(C2CCCCN2C(=O)c2ccccc2)on1` (stereo unspecified) reads 3.1

New compounds follow.
SMILES	phage Ecoli inh
O=C(NCc1ccccc1)C(c1ccncc1)n1c(=O)c(-c2ccco2)nc2ccccc21 (stereo unspecified)	4.3
CCCN1C(=O)c2[nH]nc(-c3ccccc3)c2C1c1ccc(F)cc1 (stereo unspecified)	1.3
O=c1c(-c2cccnc2)nc2ccccc2n1C(c1ccccn1)c1nc2ccccc2[nH]1 (stereo unspecified)	3.3
Cc1cccc(C)c1NC(=O)C(c1ccnc2ccccc12)N1CCN(C)CC1 (stereo unspecified)	1.3
CC1(C)CC(=O)C2=C(C1)NC(=O)CC2C(=O)NCc1ccc(F)cc1 (stereo unspecified)	0.5
CC(=O)Nc1ccc(-c2ccnc3c2CC(C)(C(=O)Nc2ccc(F)c(Cl)c2)O3)cc1 (stereo unspecified)	2.6
CCOC1=C2CN(S(=O)(=O)c3ccc(C)cc3)[C@H](c3ccccc3)C[C@H]2n2c(=O)n(-c3ccccc3)c(=O)n2C1	-1.1
O=C(/C=C(\Nc1cc(Cl)c(F)c(Cl)c1)c1ccccc1)c1ccccc1	2.0
CCCCn1nnnc1C(c1ccnc2ccccc12)N1CCN(C/C=C/c2ccccc2)CC1 (stereo unspecified)	0.8
O=C(Nc1c(-c2ccccc2)[nH][nH]c1=O)c1ccc(Br)cc1	1.2
CC(=O)c1ccc(S(=O)(=O)NCC2CCN(C(=O)C(=O)c3cccs3)CC2)cc1	2.7
O=C(Nc1ccc(F)c(Cl)c1)c1cc(C2CCCN(C(=O)c3cccs3)C2)on1 (stereo unspecified)	3.9
C=CCN1C(=O)c2[nH]nc(-c3ccccc3)c2C1c1ccc(C)cc1 (stereo unspecified)	0.9
COc1cc(C)ccc1S(=O)(=O)NC(=O)C1(C)CCN1C(=O)Cc1ccc(C(C)(C)C)cc1 (stereo unspecified)	1.4
CNc1cccc(-c2ccccc2CO)n1	4.0
CCCS(=O)(=O)NC(=O)C1(C)CCN(C(=O)c2c(-c3ccccc3)noc2C)C1 (stereo unspecified)	0.9
COc1cc(C(O)c2nc(-c3cccc(C#N)c3)cs2)ccc1F (stereo unspecified)	1.1
N#CCCN(Cc1ccccc1)C(c1ccnc2ccccc12)c1nnnn1-c1ccc2c(c1)OCCO2 (stereo unspecified)	0.0
COc1ccc([C@@H]2CC(=O)[C@@H]3CN(S(=O)(=O)c4ccc(C)cc4)[C@H](c4cccc(Cl)c4)C[C@@H]3N2S(=O)(=O)c2ccccc2)cc1	4.0
COc1ccc(CNC(=O)[C@@H](Cc2ccccc2)NC(=O)[C@H]2O[C@@H](n3ccc(=O)[nH]c3=O)[C@H](O)[C@@H]2O)cc1	2.5
Cc1ccc2nc(-c3ccc(Cl)cc3)c(Cc3cccc(F)c3)n2c1	2.5
CCOC(=O)C1CCCN(C(=O)c2ccncc2)CC1 (stereo unspecified)	2.9
COc1ccc(NC(=O)N(C)[C@H]2C[C@H]3c4[nH]c5c(-c6ccccc6)cccc5c4CCN3C(=O)[C@H]2[C@H](C)O)cc1	2.9
CCOc1ccc(CCN2C(=O)C(=O)N([C@@H](Cc3ccccc3)CN3CCC[C@H]3CN3C(=O)C(=O)NC[C@@H]3Cc3ccccc3)C[C@@H]2CC(C)C)cc1	3.3
Fc1ccccc1-c1nc(NCC2CC2)nc2ccsc12	3.4

2 records drawn at random from the list so far:
SMILES	phage Ecoli inh
O=C(Nc1ccc(F)c(Cl)c1)c1cc(C2CCCN(C(=O)c3cccs3)C2)on1 (stereo unspecified)	3.9
CNc1cccc(-c2ccccc2CO)n1	4.0

Remaining list, next part:
SMILES	phage Ecoli inh
CCCNC(=O)C1(C)CCCN(Cc2ccc(C)cc2)C1 (stereo unspecified)	3.4
COCCNc1nc2cc(-c3ccccc3OC)sc2c(=O)n1C	3.5
COc1cccc(CNC(=O)C2(C)CCCCN2C)c1 (stereo unspecified)	1.7
CCOC(=O)/C=C/c1cc(F)ccc1O	3.2
O=C(Nc1ccccc1Cl)c1cc(C2CCCN(C(=O)c3ccccc3)C2)on1 (stereo unspecified)	-0.1
Cc1cccc(C(=O)N2CCC(=O)N([C@H](COCc3cccc(Cl)c3)Cc3ccccc3)CC2)c1	-0.6
COC(=O)[C@H](Cc1ccccc1)N1Cc2ccccc2Oc2cc(Br)ccc2S1(=O)=O	1.7

Screening data: PubChem, The Scripps Research Institute Molecular Screening Center

An excerpt, so the mix of outcomes need not match the whole.
